NadD block = inhibitors of Staphylococcus aureus NadD; inhibition, % at 20 µM; purified NadD enzyme, colorimetric absorbance read-out; actives 0.78% (n = 360,000); in the data active means inhibition above about 26%; further: some compounds past the cut are filed as inactive
CSN deneddyl inh = CSN deneddylation inhibition; Q92905; Purified CSN, SCF-Nedd8-OG deneddylation, fluorescence polarization; inhibition, % at 12.5 µM; actives 0.38% (n = 360,000); AID 651999;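 active means pattern-corrected inhibition above about 35%, with an unprinted fluorescence ratio check between 0.5 and 1.5, limit read from the data, passing the limit was not always enough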;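 further: 0% = enzyme with substrate and 100% = substrate without enzyme; some results filed as inactive read as strong as hits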
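assay system = purified human Csn5 enzyme expressed in HEK293T cells | amount = 0.24 nM enzyme | buffer or medium = Tris/NaCl/DTT buffer, pH 7.5 | reagent = 10 nM SCFSkp2-Nedd8OG | compound = one concentration, 12.5 µM, 0.25% DMSO | times = 90 min reaction at room temperature | signal = FP | read-out basis = % inhibition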
LMPTP block = blocks human LMPTP phosphatase. recombinant LMPTP-A, OMFP fluorogenic substrate, fluorescence intensity. actives 0.22% (n = 360,000). inhibition, % at 20 µM;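 active means compounds that cut the enzyme signal by at least half of the control window in the single-dose screen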;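 further: plate controls were DMSO wells with enzyme plus substrate for no effect and substrate without enzyme for full effect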
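test system = LMPTP-A | amount = 0.625 nM LMPTP-A final | reagent = fluorogenic phosphatase substrate OMFP at 400 µM final | incubation = 50 min at room temperature | benchmarks = no-enzyme low control, uninhibited high control | medium = Bis-Tris pH 6.0, DTT, detergent | signal = fluorescence intensity of OMFP turnover product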
STEP block = inhibitors of human striatal-enriched phosphatase STEP; actives 0.25% (n = 360,000); recombinant STEP, OMFP fluorogenic substrate, fluorescence; AID 588621; inhibition, % at 20 µM;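 active means inhibition at 20 µM, scaled per plate between control wells, above about 37%, limit read from the data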;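 further: 0% = DMSO with enzyme and substrate and 100% = substrate only without enzyme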
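medium = Bis-Tris buffer pH 6.0, 2.5 mM DTT, 0.005% Tween 20 | test system = STEP (striatal-enriched tyrosine phosphatase) enzyme, cell-free | measure = normalized % inhibition | compound dosing = 20 µM, 1% DMSO | also added = 25 µM OMFP | schedule = reaction 20 min, ambient temperature | measured by = fluorescence read at 480 nm ex / 540 nm em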
SUMO1 PPI mod = alters human SUMO1 binding to SIM partners; P63165; SUMO1 binding to a labelled peptide, TR-FRET, 1 h; inhibition, % at 20 µM; actives 0.33% (n = 360,000); AID 602429; in the data active means inhibition above about 37%
Scp1 inh = Scp-1 (human) phosphatase inhibition. Recombinant Scp1, phosphopeptide, malachite green phosphate absorbance. inhibition, % at 20 µM. actives 0.88% (n = 340,000);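 active means inhibition above about 50% at 20 µM, limit read from the data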;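 further: plate controls were DMSO wells with enzyme for no effect and wells lacking enzyme for full effect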
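Test system: SCP-1 phosphatase catalytic domain, residues 76-261; measured by: colorimetric phosphate reagent with accelerator and stabiliser, absorbance at 630 nm; timing: enzyme reaction 45 min at room temperature, colour 5 min, stabilisation 30 min; also added: Phosphorylated 17-residue peptide substrate; compound dosing: one concentration, 20 µM, with 1.0% DMSO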
Neddylation inh = cullin neddylation inhibition; P61081+Q13564; AID 651699; actives 0.58% (n = 360,000); TR-FRET cullin neddylation, biochemical; calls only at 25 µM; in the data active means inhibition above about 36%
Rin1-Abl PPI inh = blocks binding of human Rin1 to Abl; P00519+Q13671; TR-FRET Rin1/Abl binding, biochemical; inhibition, % at 7.35 µM; actives 0.4% (n = 360,000); AID 588664; in the data active means inhibition above about 5%, passing the limit was not always enough
Rpn11 inh = inhibitors of human proteasome Rpn11; human 26S proteasome, Ub4-pepOG fluorescence polarization; 20S core pre-blocked with epoxomicin; O00487; actives 0.59% (n = 360,000); calls only at 20 µM;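 active means inhibition at 20 µM, scaled to each plate's controls, above about 33%, limit read from the data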
DNMT1 block = blocks human DNA methyltransferase DNMT1 | DNMT1 molecular beacon, Hinp1I cleavage, fluorescence | inhibition (reported as % activation of signal), % at 10 µM | actives 0.83% (n = 360,000); in the data active means inhibition above about 50%
Numbers without * were called inactive; i = inactive; nt = no result given.

compound	NadD block	CSN deneddyl inh	LMPTP block	STEP block	SUMO1 PPI mod	Scp1 inh	Neddylation inh	Rin1-Abl PPI inh	Rpn11 inh	DNMT1 block
CCOC(=O)CCc1c(C)nc(SCCCn2c(=O)[nH]c3ccccc32)c(C#N)c1C	-3	3	0.6	2	2	-4	i	3	i	-4
CC1CCN(S(=O)(=O)c2ccc(C(=O)Nc3ccccc3-c3nc4ccccc4[nH]3)cc2)CC1	29*	-4	3.1	-1	13	-2	nt	1	i	-7
O=C1N=C(N2CCOCC2)CS1	0	-2	-0.2	-4	1	10	i	1	i	4
Cc1cc(C)c(NC(=O)C2CCCN2CCO)c(C)c1 (stereo not drawn)	1	5	1.1	0	0	-2	i	-6	i	0
Cc1ccccc1CSCCNC(=O)c1ccc(Cl)c(S(=O)(=O)N2CCOCC2)c1	-8	-5	2.4	2	0	-12	i	0	i	-6
CCC(C)Oc1nc2c(c(=O)n(C)c(=O)n2C)n1C (stereo not drawn)	-3	-1	-2.1	-3	0	-7	i	-3	i	3
COc1ccc(C(=O)N2CCSC2=S)cc1OC	-28	-2	-1.4	-3	-4	-2	i	1	i	3
O=C(CSc1nc(-c2ccco2)cc(C(F)(F)F)n1)NCCCN1CCOCC1	-6	3	-4.4	4	-5	-3	i	-2	i	0

Copied from the list:
CC1CCN(S(=O)(=O)c2ccc(C(=O)Nc3ccccc3-c3nc4ccccc4[nH]3)cc2)CC1 – STEP block: -1
Cc1ccccc1CSCCNC(=O)c1ccc(Cl)c(S(=O)(=O)N2CCOCC2)c1 – LMPTP block: 2.4
COc1ccc(C(=O)N2CCSC2=S)cc1OC – NadD block: -28
O=C1N=C(N2CCOCC2)CS1 – STEP block: -4
CCC(C)Oc1nc2c(c(=O)n(C)c(=O)n2C)n1C (stereo not drawn) – NadD block: -3
O=C(CSc1nc(-c2ccco2)cc(C(F)(F)F)n1)NCCCN1CCOCC1 – Rin1-Abl PPI inh: -2

Going on with the list.
compound	NadD block	CSN deneddyl inh	LMPTP block	STEP block	SUMO1 PPI mod	Scp1 inh	Neddylation inh	Rin1-Abl PPI inh	Rpn11 inh	DNMT1 block
CSc1nsc(SCC(=O)Nc2ccc(C(C)=O)cc2)n1	-4	1	0.3	0	-8	-2	i	-1	i	1
O=C(CNS(=O)(=O)c1cccs1)Nc1ccc2c(c1)OCCO2	2	8	-0.5	0	-2	-8	i	-1	i	2
CCCS(=O)(=O)NC(=O)C1(C)CCN(C(=O)c2oc3ccccc3c2C)C1 (stereo not drawn)	6	3	-1.6	-2	1	nt	i	-2	i	-1
O=S(=O)(c1ccc2c(c1)OCCO2)N1CCN(c2ncnc3sccc23)CC1	4	1	1.7	5	3	-5	i	7	i	-1
N#Cc1ccc(C(=O)NCCCSc2ccccc2)cc1	-4	2	0.1	1	1	-6	i	1	i	-2
OCC1(CCc2ccccc2)CCCN(C/C=C/c2ccccc2)C1 (stereo not drawn)	1	-2	0.9	2	3	-3	i	0	i	0
Cc1ccc(C)c(N2N=C(C(=O)NCCN3C(=O)S/C(=C\c4cccnc4)C3=O)CCC2=O)c1	6	4	0.0	1	-20	5	i	-1	i	8
CC(Oc1ccccc1)C(=O)Nc1ccc(S(=O)(=O)N2CCOCC2)cc1 (stereo not drawn)	-4	-4	-2.4	-2	0	-3	i	6	i	2
Cc1nn(-c2ccc(C(=O)O)cc2)c(C)c1Oc1ccccc1O	-3	-2	0.2	-3	3	-5	i	4	i	2
Cc1ccc2cc(CN(CCN3CCCC3)C(=O)Nc3ccc(F)cc3)c(=O)[nH]c2c1C	11	1	1.5	3	-2	-2	i	-2	i	-4
Cc1ccccc1OCc1nc2ccccc2c(=O)n1/N=C/c1cn[nH]c1-c1ccc(Br)cc1	19	8	0.0	0	22	1	i	2	i	4
Cc1cc(C(=O)N/N=C/C=C/c2cccc([N+](=O)[O-])c2)n[nH]1	-2	-5	2.2	-2	-17	-1	i	0	i	0
S=C(NC1CCCCC1)N1CCOCCOCCN(C(=S)NC2CCCCC2)CCOCCOCC1	-5	-3	0.8	-1	0	-4	i	1	i	-2
Cc1ccc(S(=O)(=O)CCC(=O)O)cc1C	7	-2	-1.0	-1	3	0	i	7	i	6
COc1ccc(CN2C(=O)CSCC2(C)C(=O)Nc2ccc3c(c2)OCCO3)cc1 (stereo not drawn)	nt	-3	-1.0	nt	3	nt	i	nt	nt	nt
Cn1c(N)c(C(=O)COC(=O)CCc2nc3ccccc3s2)c(=O)n(C)c1=O	-7	-9	-0.3	-3	0	-6	i	0	i	-2
CC1=CN2C(=N)/C(=C/c3ccco3)C(=O)N=C2S1	-1	-2	0.9	-4	-17	6	i	-5	i	6
C=CCC[C@@H](Cc1ccc(F)cc1)C(=O)O[C@H](CNC(=O)[C@@H](CC=C)CC(=O)N[C@H](CO)Cc1ccccc1)c1ccccc1	2	6	0.5	3	0	-6	i	2	i	83*
CC(C)(C)[C@]1(O)CCN2C[C@H]3c4ccccc4CCc4cccc(c43)[C@@H]2C1	-4	1	-1.2	-4	4	1	i	-1	i	-1
O=C(NN1CCOCC1)c1cc(S(=O)(=O)Nc2cccc(C(F)(F)F)c2)ccc1Cl	-3	-2	-1.5	-3	1	-13	i	0	i	2
O=C(NCCC1CCCCN1S(=O)(=O)c1cccs1)C(=O)NCc1ccccc1 (stereo not drawn)	-3	-2	-0.2	1	-3	-10	i	4	i	1
COC(=O)[C@]1(CC(C)C)N[C@H](c2ccc(-c3ccc4c(c3)OCO4)cc2)[C@@H]2C(=O)N(C)C(=O)[C@@H]21	0	6	1.2	0	5	-3	i	0	i	-5
NS(=O)(=O)c1cc(C(=O)OCCNC(=O)c2ccccc2)c(Cl)cc1Cl	-4	6	-3.6	-2	5	-14	i	2	i	-5
O=C(NCc1ccco1)c1ccc(NS(=O)(=O)c2cccc(F)c2)cc1	-3	-1	0.4	-1	3	-2	i	-2	i	-1
COc1ccc(N2CCOCC2)c(NC(=O)COc2cccc(C)c2C)c1	1	-6	2.5	1	1	-9	i	-4	i	3
COC(=O)N/N=C/c1cn(Cc2ccc(Cl)cc2Cl)c2ccccc12	-4	1	2.3	2	-9	-11	i	4	i	-9
COc1ccc(S(=O)(=O)N2CCOCC2)cc1NC(=O)CN1CCCc2ccccc21	-1	2	2.0	1	8	-8	i	1	i	-5
Fc1ccccc1CNc1nc(NCC2CC2)nc2ccsc12	1	-1	38	2	1	nt	i	1	i	-1
CCCCC[C@H](C)N1C[C@H](COCc2ccccc2)Oc2cc(N3CCC[C@H]3C(N)=O)ccc2S1(=O)=O	-10	0	1.4	nt	0	nt	i	nt	nt	nt
Cc1ccc(OCC(=O)Nc2ccc3c(c2)nc(CCN2CCCCC2)n3C)cc1	-2	0	0.3	0	-3	0	i	3	i	-1
O=C(N/N=C/c1ccc(OC(F)F)cc1OC(F)F)c1cccc(S(=O)(=O)N2CCOCC2)c1	-4	-3	-0.3	4	-9	-14	i	-2	i	3
COc1cccc(NS(=O)(=O)c2ccc3c(c2)CC(=O)N3)c1	-3	-1	-0.3	-2	1	-1	i	1	i	-9
COc1cccc(N2CCN(CC(=O)NC(=O)NCc3ccco3)CC2)c1	23	3	14	0	7	9	i	3	i	50*
CCOC(=O)N1CCN(C(=O)CSc2nnc(-c3cc(OC)ccc3OC)o2)CC1	1	3	0.3	4	-1	-17	i	0	i	3
COc1cccc(N/C(N)=N/c2nc(C)cc(=O)[nH]2)c1	-5	2	-2.6	0	5	-9	i	-2	i	-1
COc1cc2c(cc1OC)C(c1cccc(Cl)c1)CC(=O)N2 (stereo not drawn)	11	4	-0.1	-2	-1	-10	i	1	i	1
COC(=O)Cn1c2ccc(OC)cc2c2nc(C)sc21	0	1	-0.2	3	3	2	i	0	i	-10
CCSc1nnc(NS(=O)(=O)c2ccc(C)cc2)s1	-2	-9	1.5	3	5	-5	i	0	i	3
Cc1ccc(OCC(=O)c2c(O)c3ccccc3oc2=O)cc1C	-7	0	0.2	1	1	-8	i	-5	i	2
COc1ccc(NC(=O)C(C)N2CCN(C)CC2)cc1 (stereo not drawn)	-5	-4	-2.8	0	1	-12	i	6	i	2

Record cards, as listed above. Values in the order: NadD block, CSN deneddyl inh, LMPTP block, STEP block, SUMO1 PPI mod, Scp1 inh, Neddylation inh, Rin1-Abl PPI inh, Rpn11 inh, DNMT1 block
C=CCC[C@@H](Cc1ccc(F)cc1)C(=O)O[C@H](CNC(=O)[C@@H](CC=C)CC(=O)N[C@H](CO)Cc1ccccc1)c1ccccc1 reads 2, 6, 0.5, 3, 0, -6, i, 2, i, 83*
Cc1nn(-c2ccc(C(=O)O)cc2)c(C)c1Oc1ccccc1O reads -3, -2, 0.2, -3, 3, -5, i, 4, i, 2
Cn1c(N)c(C(=O)COC(=O)CCc2nc3ccccc3s2)c(=O)n(C)c1=O reads -7, -9, -0.3, -3, 0, -6, i, 0, i, -2
Cc1ccccc1OCc1nc2ccccc2c(=O)n1/N=C/c1cn[nH]c1-c1ccc(Br)cc1 reads 19, 8, 0.0, 0, 22, 1, i, 2, i, 4
